TROY signal inh = inhibitors of TROY-dependent NF-kB signaling. inhibition, % at 10 µM. 360,000 tested, 0.98% active. AID 1347056. Q293 LMP1-TROYcd NF-kB luciferase reporter, 4 h;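 active = compounds whose plate-normalised and pattern-corrected inhibition of the luciferase reporter signal at the single screening dose is 50% or more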
SRC2 inh = human SRC2 (NCOA2) inhibition; Q15596; HEK293 GAL4-SRC2 luciferase reporter, luminescence; inhibition, % at 9 µM; 370,000 tested, 0.17% active; AID 651957;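 active = inhibition above the mean inhibition of all tested compounds plus 3 SD, set per campaign, cut at about 52% in these data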;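 note: 0% = DMSO treated cells and 100% = cells given Gossypol at 36 µM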
SRC1 inh = inhibits human SRC1 coactivator. inhibition, % at 3.6 µM. HEK293 GAL4-SRC1 luciferase reporter, luminescence. 360,000 tested, 0.12% active;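 active = inhibition above the campaign mean plus 3 SD, with each screening campaign given its own cutoff, cut at about 60% in these data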;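 note: 0% = DMSO treated cells and 100% = gossypol at 36 µM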
TLR9-MyD88 block = inhibitors of human TLR9-MyD88 binding; CHO BLA complementation TLR9-MyD88, CCF4 FRET ratio; 340,000 tested, 0.21% active; inhibition, % at 4.98 µM; AID 504734;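 active = inhibition above the mean over all tested compounds plus 3 SD, cut at about 21% in these data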;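 note: 0% = DMSO only wells and 100% = clavulanate BLA inhibitor control wells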
SRC3 inh = inhibits human SRC3 coactivator; Q9Y6Q9; HEK293 GAL4-SRC3 luciferase reporter, luminescence; inhibition, % at 3.6 µM; 360,000 tested, 0.17% active;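 active = inhibition above a per-campaign cutoff, the mean of all compounds plus 3 SD, cut at about 60% in these data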;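 note: 0% = DMSO-treated cells and 100% = gossypol-treated cells at 36 µM; higher means less SRC3-driven luciferase light from the GAL4 reporter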
Target sequence (Q9Y6Q9 whole entry, looked up, the tested form may be a part): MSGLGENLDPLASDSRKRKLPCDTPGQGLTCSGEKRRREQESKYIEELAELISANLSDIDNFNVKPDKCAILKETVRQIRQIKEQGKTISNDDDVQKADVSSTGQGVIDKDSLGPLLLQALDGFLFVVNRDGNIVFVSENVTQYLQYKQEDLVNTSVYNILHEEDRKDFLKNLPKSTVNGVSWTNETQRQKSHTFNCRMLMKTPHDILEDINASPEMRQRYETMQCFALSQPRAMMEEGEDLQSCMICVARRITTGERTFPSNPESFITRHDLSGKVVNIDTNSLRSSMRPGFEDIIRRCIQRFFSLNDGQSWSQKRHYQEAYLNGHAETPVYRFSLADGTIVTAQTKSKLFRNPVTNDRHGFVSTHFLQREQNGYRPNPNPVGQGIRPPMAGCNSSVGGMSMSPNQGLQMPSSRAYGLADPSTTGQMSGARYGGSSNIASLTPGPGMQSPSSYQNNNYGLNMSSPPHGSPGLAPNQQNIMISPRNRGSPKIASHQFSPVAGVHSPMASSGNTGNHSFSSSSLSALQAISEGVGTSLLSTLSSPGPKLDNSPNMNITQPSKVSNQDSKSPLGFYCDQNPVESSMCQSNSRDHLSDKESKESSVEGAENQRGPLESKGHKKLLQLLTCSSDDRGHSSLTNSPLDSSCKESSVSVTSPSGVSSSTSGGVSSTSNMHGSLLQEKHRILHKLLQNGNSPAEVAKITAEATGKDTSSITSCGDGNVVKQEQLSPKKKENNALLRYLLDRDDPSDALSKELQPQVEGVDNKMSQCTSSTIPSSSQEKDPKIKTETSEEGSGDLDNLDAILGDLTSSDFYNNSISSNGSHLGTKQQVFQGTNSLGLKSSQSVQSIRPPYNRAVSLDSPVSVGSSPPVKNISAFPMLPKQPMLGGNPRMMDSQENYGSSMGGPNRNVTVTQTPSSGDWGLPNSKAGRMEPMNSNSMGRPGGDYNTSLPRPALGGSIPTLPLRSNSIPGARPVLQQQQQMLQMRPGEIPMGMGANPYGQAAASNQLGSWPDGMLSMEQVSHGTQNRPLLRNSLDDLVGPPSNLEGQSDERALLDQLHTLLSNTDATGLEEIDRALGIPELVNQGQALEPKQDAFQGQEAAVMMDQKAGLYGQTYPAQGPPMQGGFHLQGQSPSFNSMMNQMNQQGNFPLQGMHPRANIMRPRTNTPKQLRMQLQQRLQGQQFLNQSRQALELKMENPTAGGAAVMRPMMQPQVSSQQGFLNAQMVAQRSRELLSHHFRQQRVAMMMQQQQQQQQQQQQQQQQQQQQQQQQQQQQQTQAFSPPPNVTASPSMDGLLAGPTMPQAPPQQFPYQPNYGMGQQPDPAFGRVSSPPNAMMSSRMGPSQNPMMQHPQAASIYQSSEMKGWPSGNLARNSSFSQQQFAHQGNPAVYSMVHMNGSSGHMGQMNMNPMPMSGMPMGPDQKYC
COUP-TFII inh = blocks human COUP-TFII nuclear receptor; P24468; inhibition, % at 8.6 µM; AID 686940; HEK293T NGFI-A luciferase reporter, luminescence; 370,000 tested, 0.7% active;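 active = inhibition above a per-plate cutoff, mean inhibition of test wells between control levels plus 3 SD, cut at about 38% in these data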;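 note: cells cotransfected with COUP-TFII expression vector driving the NGFI-A reporter; 0% = median of COUP-TF2 test wells and 100% = reporter-only cells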
LMP1 NFkB inh = Epstein-Barr LMP1 NF-kappaB reporter inhibition | AID 504558 | 350,000 tested, 0.69% active | LMP1-induced NF-kappaB luciferase reporter cells, luminescence | inhibition, % at 12.5 µM; in the data active = inhibition above about 41%;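 note: 0% = neutral control wells and 100% = reference inhibitor control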
Vif inh = HIV Vif inhibition; inhibition, % at 7.49 µM; 340,000 tested, 0.35% active; HEK293T cells, Vif self-association by quenched fluorescence, imaging, 24 h; AID 602346; in the data active = inhibition above about 50%, passing the limit was not always enough; note: some results filed as inactive read as strong as hits
NOD2 RIPK2 PPI = NOD2-RIPK2 protein interaction inhibition; 360,000 tested, 0.38% active; O43353; CHO BLA complementation NOD2-RIPK2, CCF4 ratio; inhibition, % at 4.98 µM; AID 624267; in the data active = inhibition above about 21%;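 note: 0% = vehicle only and 100% = reference blocker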
TRAIL sens C8 = caspase-8 TRAIL sensitization; 360,000 tested, 1% active; inhibition (viability loss, TRAIL sensitization), % at 10 µM; NB7+C8 cells + TRAIL, ATPlite viability luminescence; AID 624354;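 active = compounds causing at least 50% loss of cell viability in the single-dose screen, relative to plate controls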
LRH-1 inv ag = NR5A2 inverse agonism in reporter assay. HEK293T StAR-luciferase reporter, LRH-1 transfected, 24 h. AID 602396. inhibition, % at 3.6 µM. 360,000 tested, 0.13% active. O00482;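 active = inhibition above the mean inhibition of all tested compounds plus 3 SD, cut at about 73% in these data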;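 note: 0% = DMSO wells and 100% = reporter-only cells lacking LRH-1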
* marks the source's active call; other numbers are inactive results; . = no result given. These rows are one share of the data (hit frequency here may not be typical).

Each structure is followed by: TROY signal inh	SRC2 inh	SRC1 inh	TLR9-MyD88 block	SRC3 inh	COUP-TFII inh	LMP1 NFkB inh	Vif inh	NOD2 RIPK2 PPI	TRAIL sens C8	LRH-1 inv ag
- COc1ccc(-c2ccc(CNCCCN3CCOCC3)o2)cc1Cl
  -13	-2	6	6	17	1	-7	1	-5	0	4
- CC(C)C[C@H]1COCCS(=O)(=O)N1Cc1ccc(Cl)c(Cl)c1
  3	6	-1	-8	16	-6	-2	-1	9	9	24
- CCN1CCN(CC(=O)Nc2ccc3c(c2)OCO3)C(=O)C1=O
  -2	-2	-8	-5	7	3	-14	9	-5	-6	-27
- CCNc1nc(N)nc(-c2cc(Cl)ccc2OC)n1
  -11	10	-5	-3	1	-4	0	-4	-16	-17	-6
- O=[N+]([O-])c1ccccc1/C=N/Nc1nnc(-c2ccccc2)c(-c2ccccc2)n1
  -10	-37	-11	-7	6	-3	-1	-9	4	7	1
- CC(C)C(=O)NCCSc1c[nH]c2ccccc12
  9	5	6	-7	-10	13	-3	0	-5	10	-5
- COC(=O)c1ccc(NC(=O)CSc2nncc3ccc(OC)c(OC)c23)cc1
  9	13	-23	5	3	-12	2	11	-5	-5	20
- O=C(NCCO)C(=O)Nc1cc2c3c(c1)CCC(=O)N3CCC2
  9	-26	6	3	9	-19	3	6	-7	5	-11
- COc1ccc(CNS(=O)(=O)c2c(C(=O)N3CCCCCC3)c(C)n(C)c2C)cc1
  -18	6	1	-8	1	13	34	0	-12	-7	4
- COc1cc(C2(O)CCCCC2C)cc(OC)c1OC (centres undefined)
  9	2	11	-1	17	5	-7	1	-2	18	2
- CN1CCN(S(=O)(=O)c2ccc(NC(=S)NC(=O)C3CCCCC3)cc2)CC1
  24	11	-6	-5	-11	-1	-5	5	2	-5	4
- COc1cccc(CN(C)C(=O)C2CCN(S(=O)(=O)c3cccs3)CC2)c1OC
  -20	17	-15	2	1	7	35	9	-4	-14	19
- COC(=O)c1ccc(Cn2cc(/C=C\[N+](=O)[O-])c3ccccc32)o1
  7	14	17	8	-3	7	12	43	0	-9	-7
- O=C1c2cccc3cc([N+](=O)[O-])cc(c23)C(=O)N1CC1CCCO1 (centres undefined)
  -5	-30	3	9	17	3	4	0	24*	0	-9
- CCOC(=O)C(Cc1ccc(O)cc1)NC(=O)CNC(=O)C1CCCN1C(=O)OC(C)(C)C (centres undefined)
  -11	-7	0	.	10	-2	-11	-3	-7	-6	0
- Nc1nc2ncccc2cc1C(=O)NCCc1cccs1
  -52	-30	.	.	.	0	.	.	-4	9	-27
- CC(=O)Nc1ccc(NC(=O)CNS(=O)(=O)c2ccc(C)cc2)cc1
  6	11	-9	-1	26	21	3	3	-9	-8	5
- COC(=O)c1ccc(OCCN2CCCCCC2)cc1
  9	1	-10	5	-2	15	-2	-3	1	-3	-1
- COc1cccc(-n2c(=S)[nH]c3c(oc4ccccc43)c2=O)c1
  23	-31	-3	6	-1	-44	-10	1	10	-4	-18
- COC(=O)COc1ccc(Oc2cc(C)nc(SC)n2)nn1
  -8	.	2	1	1	.	0	16	1	17	8
- CCOC(=O)N1CCN(C(=O)c2ccc3c(c2)sc2nc(-c4ccccc4)cn23)CC1
  59*	-19	-87	-6	-63	-17	-28	-11	-8	11	-106
- Cc1ccc(-n2nc(C(=O)O)cc2-c2ccccc2Cl)cc1
  0	-8	6	12	-9	2	-4	1	2	1	-12
- O=C(CCCn1c(=S)[nH]c2ccccc2c1=O)N1CCN(c2cccc(Cl)c2)CC1
  52*	-7	6	8	2	8	11	107*	-5	17	9
- COCCCNCCOCCOc1ccccc1-c1ccccc1
  1	-12	-4	5	-2	-13	-9	-4	0	-2	-13
- COc1ccc(NC(=O)c2oc3ccccc3c2NC(=O)c2ccc3c(c2)OCO3)cc1
  -51	6	-30	0	2	5	-25	-5	-7	10	-40
- COc1ccccc1CCNC(=O)C(=O)NCCC1CCCCN1S(=O)(=O)c1ccccc1 (centres undefined)
  -23	-5	-10	0	-5	0	0	-5	0	11	-2
- CCN(CC)c1ccc(N=Cc2ccc([N+](=O)[O-])o2)cc1
  -48	-22	-91	-7	-37	-13	-9	-6	1	3	-15
- O=C1[C@@H]2Cc3c([nH]c4ccccc34)C(c3ccc([N+](=O)[O-])cc3)N2C(=O)CN1C1CC1 (some centres undefined)
  9	-8	75*	3	69*	26	-53	-6	4	9	51
- O=C(NC(=S)Nc1cc(C(F)(F)F)ccc1N1CCOCC1)c1sc2ccccc2c1Cl
  16	10	0	2	5	-22	7	13	-3	8	-3
- CC(C)OC(=O)c1ccc(S(N)(=O)=O)o1
  -8	-4	4	8	-2	0	9	5	5	0	16

Next part
Each structure is followed by: TROY signal inh	SRC2 inh	SRC1 inh	TLR9-MyD88 block	SRC3 inh	COUP-TFII inh	LMP1 NFkB inh	Vif inh	NOD2 RIPK2 PPI	TRAIL sens C8	LRH-1 inv ag
- O=C(CNC(=O)c1ccccc1)OCC(=O)c1c[nH]c2ccccc12
  -10	-16	3	-5	-8	-1	-9	10	10	9	-11
- COc1ccc(OC)c(-n2nnnc2SCC(=O)Nc2ccc3c(c2)OCCO3)c1
  14	-8	3	-3	16	23	-19	-2	-11	16	23
- CC1(C(=O)NS(=O)(=O)c2ccc(Cl)cc2)CCN1C(=O)C1(c2ccc(Cl)cc2)CCC1 (centres undefined)
  8	4	3	.	3	-7	.	-10	0	4	23
- COc1ccc(C(=O)Nc2cc3c(oc2=O)CCCC3=O)cc1
  8	-46	-29	2	-18	-5	-7	3	-2	-5	-41
- COc1cc(C#N)ccc1OCC(=O)Nc1cccc(S(=O)(=O)N(C)c2ccccc2)c1
  8	19	-15	-1	-24	-10	14	-8	-8	-4	-8
- C/C(=N\NC(=O)C1=NNC(=O)C1C)c1cccs1 (centres undefined)
  -10	-40	-49	.	-63	-6	-13	-2	-11	2	-138
- CCCCC(O)(CCCC)C(=O)NN(C(=O)c1cccnc1Cl)c1ccccc1
  -7	10	24	1	15	-7	15	2	-3	-3	2
- COc1ccc(-c2ccc(C(=O)NCc3cccs3)c3occc23)c(C)c1
  -27	-1	-25	.	-32	0	.	-2	2	-7	-31
- CCOC(=O)c1[nH]ncc1CN1CCCC(C(=O)c2ccc(SC)cc2)C1 (centres undefined)
  -5	-14	-20	4	19	9	1	3	0	-8	2
- Cc1ccc(N=Cc2cc3c(cc2O)OC(N)=C(C#N)C3c2ccccc2)cc1 (centres undefined)
  -29	3	-20	0	32	34	7	-8	10	5	12
- O=[N+]([O-])c1ccc(O)c(/C=N/n2cnnc2)c1
  15	9	3	-6	-7	-7	-2	9	-3	-9	3
- CC(C)CC(NC(=O)/C(=C\c1ccco1)NC(=O)c1ccco1)C(=O)O (centres undefined)
  8	9	-27	5	3	9	-21	-3	9	2	5
- CCOC(=O)C1(CCCc2ccccc2)CCN(C(=O)CCCn2cncn2)CC1
  -81	10	18	8	8	15	-18	-6	-3	-1	16
- Cc1ccc(Cn2nnc3c(=O)[nH]c(C4CCCN(C(=O)Nc5ccc(F)cc5)C4)nc32)cc1 (centres undefined)
  19	3	9	-1	22	14	-4	7	-5	6	-16
- CCCCN1CCC(=O)NC1=O
  -6	10	-12	-3	7	-13	-2	11	2	6	7
- O=C1CSC(c2ccc([N+](=O)[O-])cc2)N1c1ccccc1 (centres undefined)
  4	-12	7	-3	-10	12	-12	25	-3	-11	7
- Cc1cccnc1NC(=O)c1ccc(S(=O)(=O)N2CCCC2)cc1
  -5	-46	-16	-11	1	0	-1	.	-14	-7	-4
- COc1ccccc1NC(=O)N1CCN(CCc2ccccc2)CC1
  -8	-5	8	0	12	13	1	23	4	-6	3
- CCCCCCc1c(O)nc(SCCN2CCOCC2)[nH]c1=O
  -26	-31	-7	6	1	2	4	1	1	6	11
- COc1ccccc1NC(=O)Cn1cc(C#N)c2ccccc21
  5	-8	6	-1	6	8	-8	-4	-3	-4	-4
- O=C(N/C(=C\c1ccc(Br)cc1)C(=O)N1CCOCC1)c1ccco1
  9	-15	7	4	-3	-3	-5	16	6	-8	-3
- CCN(CC)C(=O)/C(=C/c1cccc([N+](=O)[O-])c1)NC(=O)c1ccco1
  5	10	-4	-4	12	-13	-5	-2	1	7	-18
- Cc1cc(NC(=O)CCC(=O)N(Cc2ccco2)C2(C(=O)NC3CCCC3)CCCCC2C)no1 (centres undefined)
  -6	-18	2	4	3	-3	-2	5	-13	5	7
- Cc1ccc(-n2nc3c(c2NC(=O)c2ccc4c(c2)OCO4)CS(=O)C3)cc1 (centres undefined)
  -30	-5	-6	-7	-15	-11	-27	-1	-20	-15	-13
- COc1ccc(/C(C#N)=C/c2c(-c3ccc(Cl)cc3)nc3c(C)cccn23)cc1
  -26	-7	-7	0	11	-15	-2	2	-13	14	-4
- Cc1nccn1-c1ccc(C(F)(F)F)cc1NC=O
  31	9	-9	-6	9	-5	-3	4	-6	-3	-13
- O=C(O)Cn1c(-c2ccccc2)cc2ccccc21
  -4	-9	8	8	0	6	-11	-1	4	-8	5
- O=C(NCC1CCCO1)C(c1cccs1)N(C(=O)c1ccc(-c2ccccc2)[nH]1)C1CCCC1 (centres undefined)
  -22	13	0	9	3	18	-9	-1	10	-6	4
- CN=C(C)/C(C(=O)OC)=C(/O)c1c(F)cccc1F
  -3	8	25	11	20	26	3	-17	-2	0	-13
- O=C(Cc1cccc([N+](=O)[O-])c1)Nc1cccc(C(=O)N2CCCC2)c1
  2	-6	-1	-1	15	2	-6	0	-10	-9	9

Continuation.
Each structure is followed by: TROY signal inh	SRC2 inh	SRC1 inh	TLR9-MyD88 block	SRC3 inh	COUP-TFII inh	LMP1 NFkB inh	Vif inh	NOD2 RIPK2 PPI	TRAIL sens C8	LRH-1 inv ag
- CCOC(=O)c1oc2ccc(S(=O)(=O)n3nc(-c4cc(OC)c(OC)c(OC)c4)cc3N)cc2c1C
  -7	-6	-1	-11	-10	13	-4	1	-2	-7	17
- CCCOc1ccc(NC(=O)C2CC(=O)N/C(=N/N=C(\C)CCc3ccc4c(c3)OCO4)S2)cc1 (centres undefined)
  -11	-4	2	9	-3	4	-4	-1	-5	-8	-3
- CCCN1C(=O)C2(SC(NC(C)=O)=NN2C(C)=O)c2cc(C)ccc21 (centres undefined)
  -6	23	-8	3	4	1	-4	-1	-15	-19	-5
- COc1ccc(Cl)cc1Nc1nc(-c2sc(NC(=O)C(C)(C)C)nc2C)cs1
  43	-33	72*	-4	61	41*	15	2	0	12	38
- CC(=O)[C@@]1(O)CCC2C3C=CC4=CC(=O)CC[C@]4(C)C3CC[C@@]21C (some centres undefined)
  -6	-16	-3	-2	-2	-18	4	9	-1	-10	8
- O=C(CSc1nnc(C2CC2)n1C1CC1)c1cccs1
  -7	-37	-2	6	-4	7	-10	-7	-2	-11	9
- Cc1ccc(S(=O)(=O)Nc2ccc3nc(C)sc3c2)c(C)c1
  28	23	-11	3	-19	7	11	-4	-5	3	-18
- CCCSCCCNC(=O)CN1C(=O)COc2ccc(S(=O)(=O)N3CCCC3)cc21
  -10	-3	21	3	5	0	-5	3	-4	5	-23

Entries listed above marked active in NOD2 RIPK2 PPI:
| structure | SRC2 inh | SRC1 inh | TLR9-MyD88 block | SRC3 inh | COUP-TFII inh | LMP1 NFkB inh | Vif inh | NOD2 RIPK2 PPI | LRH-1 inv ag |
| --- | --- | --- | --- | --- | --- | --- | --- | --- | --- |
| O=C1c2cccc3cc([N+](=O)[O-])cc(c23)C(=O)N1CC1CCCO1 (centres undefined) | -30 | 3 | 9 | 17 | 3 | 4 | 0 | 24* | -9 |
